mcGAS lum: inhibitors of mouse cGAS; inhibition, % at 12.5 µM; recombinant cGAS, Kinase-Glo ATP depletion luminescence; Q8C6L5; hit rate 0.15% among 160,000;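 further: 0% = negative control wells and 100% = reference inhibitor with no enzyme activity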
NPYLR7 ag: activates Aedes aegypti NPYLR7 receptor; HEK293T NPYLR7/Galpha15, GCaMP6s calcium fluorescence; activation, % at 10 µM; hit rate 0.15% among 270,000; AID 1259423; in the data active means activation above about 40%;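 further: 0% = vehicle and 100% = reference agonist at the receptor; some compounds past the cut are filed as inactive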
hcGAS inh: inhibitors of human cGAS; recombinant h-cGAS, ATP depletion, Kinase-Glo luminescence; hit rate 0.081% among 290,000; inhibition, % at 12.5 µM;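 further: 0% = vehicle reaction and 100% = reaction without DNA for no activity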
Target sequence (Q8N884 whole entry, looked up): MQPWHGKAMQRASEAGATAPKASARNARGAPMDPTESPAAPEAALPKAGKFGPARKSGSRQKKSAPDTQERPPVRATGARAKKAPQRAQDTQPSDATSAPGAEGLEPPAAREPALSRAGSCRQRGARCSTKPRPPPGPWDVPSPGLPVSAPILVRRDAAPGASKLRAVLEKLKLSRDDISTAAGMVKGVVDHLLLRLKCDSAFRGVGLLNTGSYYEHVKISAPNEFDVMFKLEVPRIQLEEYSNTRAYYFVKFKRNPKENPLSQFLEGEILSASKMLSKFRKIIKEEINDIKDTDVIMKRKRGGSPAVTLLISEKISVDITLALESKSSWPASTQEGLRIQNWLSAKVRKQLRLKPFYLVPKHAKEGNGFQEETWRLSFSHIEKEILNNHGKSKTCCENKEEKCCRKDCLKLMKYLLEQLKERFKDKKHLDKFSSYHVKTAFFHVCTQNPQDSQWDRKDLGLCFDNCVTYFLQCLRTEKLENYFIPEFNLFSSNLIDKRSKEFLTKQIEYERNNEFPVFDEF
Starred values were filed as active, the others as inactive; / = no result given; & = joins results of further samples. Unless noted, no stated cut-off is given here; in the data, active means inhibition above about 40%; inactive means the rest.

SMILES	mcGAS lum	NPYLR7 ag	hcGAS inh
O=C1c2ccccc2C(=O)C1C1=Nc2ccccc2NC(c2ccc(Br)cc2)C1 (centres undefined)	8	0	-4
C=CCN(CC(=O)N1CCc2sccc2C1COc1ccc(F)cc1)C(=O)COC (centres undefined)	-7	-3	-2
CCNC(=O)N1CCC(C(NC(=O)c2ccccc2F)C(=O)NC(C)CC)CC1 (centres undefined)	-4	2	-2
Cc1ccc(S(=O)(=O)CCC(=O)N(CCCN(C)C)c2nc3c(Cl)cccc3s2)cc1	-6	-7	-7
Cc1noc(C)c1C(=O)OCc1csc(Nc2ccccc2)n1	/	0	-11
Cn1c(=O)c2c(ncn2CC#N)n(C)c1=O	/	-1&34	-4&-10
CCN(CC1CCN(C2CCN(C)CC2)CC1)C(=O)C1=CCCC1	/	2	-5
COCCCN(CC(=O)N1CCc2sccc2C1COc1cccc(F)c1)S(=O)(=O)c1ccc(C)cc1 (centres undefined)	-5	0	-4
CCN(CCC#N)Cc1nc(N)nc(Nc2ccc(F)cc2)n1	-15	-2	-12
Cc1nn(Cc2ccccc2F)c(=O)c2c1cnn2-c1cccc(Cl)c1	/	3	-4
CC1(C(=O)NS(=O)(=O)c2ccc(C#N)cc2)CCN1C(=O)CC(c1ccccc1)c1ccccc1 (centres undefined)	-4	0	-7
CCCc1nc(CN(C)C(=O)c2csc3c2CCCC3)no1	-11	2	14
c1ccc2c(NCCNc3ncnc4ccccc34)cccc2c1	/	5	5
Cc1ccc(-c2nc3ccccn3c2NC(C)(C)C)cc1	-8	3	-5
COC(=O)CCc1c(C)nn(-c2ccc(C(=O)NCCc3ccccc3F)cc2)c1C	-6	-1	-5
CCCCN(C)CCNC(=O)CCCn1c(=S)[nH]c2cc3c(cc2c1=O)OCO3	/	-7	3
CCCc1ccc(OCC(=O)c2ccc(O)c(C)c2O)cc1	-2	15	0
NC(=S)Cc1nc2n(n1)Cc1ccccc1-2	-2	-1	-1
COc1ccccc1C(C)NC(=S)NCc1ccco1 (centres undefined)	/	-2	-5
O=C(Cc1ccc(-c2ccccc2)cc1)NC1CCN2CCCCC12 (centres undefined)	/	3	-4
O=C([C@@H]1CCCN1)N1CCCC1Cc1ccccc1 (some centres undefined)	-6	9	-16
COc1ccc(NC(=O)CSc2ccc3nnc(CCNC(=O)c4ccccc4)n3n2)cc1OC	-6	4	-1
Cc1cc(C(=O)N(C)c2ccc(-c3onc4c3CCC4)cc2)c(C)o1	-3	9	-1
c1ccc2c(c1)ncn2-c1ccc(OCCN2CCCC2)cc1	/	8	-3
Cn1c(=O)c2c(SCC(=O)Nc3nccs3)nc(-c3ccc(Cl)cc3)nc2n(C)c1=O	-1	37	1
O=C1C2C3C=CC(C3)C2C(=O)N1Cc1ccco1 (centres undefined)	/	2	-7
COCCCn1cc(C(=O)Nc2cccnc2)c2nn(-c3ccccc3)c(=O)c-2c1	-10	7	-7
CC(=O)NC(C)C(=O)Nc1ccc(-c2nc3ccccc3n2C)cc1 (centres undefined)	/	5	-4
Cc1ccccc1NC(=O)N(CCc1ccccc1)C(C)c1nc2ccccc2c(=O)n1-c1ccc(Cl)cc1C (centres undefined)	-4	/	-2
CCOc1ccc(C(=O)Oc2coc(CSc3nncn3C)cc2=O)cc1	-7	-2	-10

Overlap with the part before: six entries, followed by the next part.
SMILES	mcGAS lum	NPYLR7 ag	hcGAS inh
Cn1c(=O)c2c(SCC(=O)Nc3nccs3)nc(-c3ccc(Cl)cc3)nc2n(C)c1=O	-1	37	1
O=C1C2C3C=CC(C3)C2C(=O)N1Cc1ccco1 (centres undefined)	/	2	-7
COCCCn1cc(C(=O)Nc2cccnc2)c2nn(-c3ccccc3)c(=O)c-2c1	-10	7	-7
CC(=O)NC(C)C(=O)Nc1ccc(-c2nc3ccccc3n2C)cc1 (centres undefined)	/	5	-4
Cc1ccccc1NC(=O)N(CCc1ccccc1)C(C)c1nc2ccccc2c(=O)n1-c1ccc(Cl)cc1C (centres undefined)	-4	/	-2
CCOc1ccc(C(=O)Oc2coc(CSc3nncn3C)cc2=O)cc1	-7	-2	-10
O=C(NCCN1CCOCC1)c1cc(-c2ccc(F)cc2)nc2ccc(Br)cc12	1	-12	2
O=C(Nc1ccc2oc(C3CC3)nc2c1)N1CCCCCCC1	/	1	-7
O=C(CN1C(=O)/C(=C/c2ccccc2)SC1=S)NN1C(=O)CSC1=S	12	-4	10
S=C(Nc1ccc(Cl)cc1Cl)Nn1cnnc1	/	3	-4
COC(=O)[C@@H]1CCCN1C(=O)CC1(c2ccccc2C)CC(=O)N(CCN(C)C)C1=O (some centres undefined)	/	3	-10
CC(C)CCCC1CN(C(=O)C2CCN(C(=O)N(C)C)CC2)CCO1 (centres undefined)	-14	14	-9
COCC(c1ccccn1)N(C)C(=O)c1cnc(-c2ccccc2)nc1 (centres undefined)	-18	18	-6
CN1C(=O)c2ncccc2[C@H](CC(=O)O)[C@H]1C(=O)NCCc1ccccc1	-7	2	0
CCC1(C)CC(CCN(Cc2ccco2)C(C)=O)(C(C)C)CCO1 (centres undefined)	-5	/	-16
O=C(c1ccc(-n2cnnc2)cc1)N(CC#Cc1ccccc1)C1CCCC1	/	10	-1

Ordered by heavy-atom count (smallest number first): part of the list above
SMILES	mcGAS lum	NPYLR7 ag	hcGAS inh
S=C(Nc1ccc(Cl)cc1Cl)Nn1cnnc1	/	3	-4
CC(C)CCCC1CN(C(=O)C2CCN(C(=O)N(C)C)CC2)CCO1 (centres undefined)	-14	14	-9
CN1C(=O)c2ncccc2[C@H](CC(=O)O)[C@H]1C(=O)NCCc1ccccc1	-7	2	0
O=C(NCCN1CCOCC1)c1cc(-c2ccc(F)cc2)nc2ccc(Br)cc12	1	-12	2
COC(=O)[C@@H]1CCCN1C(=O)CC1(c2ccccc2C)CC(=O)N(CCN(C)C)C1=O (some centres undefined)	/	3	-10

Next compounds.
SMILES	mcGAS lum	NPYLR7 ag	hcGAS inh
O=C(Cn1nc2c(c1NC(=O)CCc1ccccc1)CSC2)NCCc1ccccc1	-6	-4	-5
Cc1ccc(N2C(=O)/C(=C/c3ccc(Cl)cc3)C=C2c2ccccc2)c(C)c1	-7	1	-6
COc1cccc(NC(=O)CCC2CCN(C(=O)CCc3c[nH]c4ccccc34)CC2)c1	-9	0	-6
Cc1ccccc1CN1C(=O)C2(NCCS2)c2ccccc21 (centres undefined)	/	26	-4
Cc1ccc(C)c2sc(N(CCCN3CCOCC3)C(=O)c3ccc(F)cc3F)nc12	-11	-2	-6
Cn1cc(-c2ccc3c(c2)COCC(=O)N3CCN2CCOCC2)cn1	/	8	-8
CC(NC(=O)C12CC3CC(CC(C3)C1)C2)C(=O)NN=Cc1ccc([N+](=O)[O-])o1 (centres undefined)	/	-6	-5
O=C(CCNC(=O)C(=O)N1CCCCCC1)Nc1ccccc1F	/	12	-3
CCc1nc2nc3c(cn2n1)C(=O)CCC3	/	-1	-14
Cn1cccc1C1CCCN1C(=O)NCc1ccco1 (centres undefined)	-6	1	-13

Whole records as entered above. Order of values: mcGAS lum	NPYLR7 ag	hcGAS inh
COCCCN(CC(=O)N1CCc2sccc2C1COc1cccc(F)c1)S(=O)(=O)c1ccc(C)cc1 (centres undefined) is listed as -5	0	-4
CCNC(=O)N1CCC(C(NC(=O)c2ccccc2F)C(=O)NC(C)CC)CC1 (centres undefined) is listed as -4	2	-2
CCN(CC1CCN(C2CCN(C)CC2)CC1)C(=O)C1=CCCC1 is listed as /	2	-5

Next section:
SMILES	mcGAS lum	NPYLR7 ag	hcGAS inh
CC(C)C(C)/C=C/C(C)C1CCC2C3=CC=C4CC(O)CCC4(C)C3CCC21C (centres undefined)	0	/	2
CCCc1c(C(=O)O)[nH]c(C)c1C(C)=O	/	7	-6
CC(=O)N1CCc2cc(S(=O)(=O)NC(C)C)ccc21	/	3	-11
COc1cccc(C(=O)N2CCC(c3nc(-c4ccc(F)c(F)c4)no3)CC2)c1	-9	/	-11
O=C(C1CC1)N(Cc1nccn1Cc1ccc(F)cc1)CC1CCCO1 (centres undefined)	-4	4	3
Nc1nc(Sc2cccs2)cc(N2CC[C@H](CO)[C@H](O)C2)n1	/	-1	-9
Cc1c(Cl)cccc1NC(=O)CSc1nc(=O)n(CCCN2CCOCC2)c2c1CCCC2	-8	6	-11
Cc1cc(C(C)(C)C)ccc1OCC(=O)N=Nc1c(O)n(C)c2c(C)cc(Br)cc12	1	3	0
CC12CCC(C(N)=O)(c3nc4ccccc4nc31)C2(C)C (centres undefined)	/	-3	-10
CCCCCNc1cc(C)nc2c(-c3ccc(C)cc3)c(C)nn12	-6	-8	-4
CCC(C)NC(=O)CCN(CCc1ccccc1)c1nc(-c2ccc(OC)cc2)nc2ccccc12 (centres undefined)	-4	10	-2
O=C(CCC1CCCN(C(=O)c2cc3ccccc3oc2=O)C1)NCc1ccccc1F (centres undefined)	-8	-6	3
Cc1ccc(S(=O)(=O)n2ccn(C(=O)CC(C)C)c2=O)cc1	-6	4	-5
Cc1cc2ncc(C(=O)O)c(C)n2n1	-1	-2	2
Cc1cn2c3c(=O)n(C)c(=O)n(C)c3nc2n1Cc1ccc(F)cc1	/	5	-8
O=C(CCl)N1CCC(Cc2ccccc2)CC1	25	-3	-2
O=C(CCC1CCCCC1)N1CCN(c2ncnc3c2nnn3Cc2ccccc2)CC1	-7	-4	-6
O=C(CCCn1cnnn1)NCc1cccnc1N1CCCCCCC1	/	-5	-2
Cc1ccc(-n2c(SCc3cc(F)cc(F)c3)nnc2-c2ccccc2F)cc1	-4	/	-5
c1ccc(C2=NN(c3ccccc3)C(c3ccco3)C2)cc1 (centres undefined)	-2	-1	-3
COc1ccc(C=Nc2c(C)n(C)n(-c3ccccc3)c2=O)cc1OC	-4	-5	-5
O=C(NCc1cccnc1-n1cnc2ccccc21)C1CCc2ccccc21 (centres undefined)	-12	/	-3
COC(=O)c1ccc2c(=O)[nH]c(CCS(=O)(=O)c3ccc(C)cc3)nc2c1	/	6	-7
CCOc1cc(C=C2N=C(c3ccc(OC(C)C)cc3)OC2=O)ccc1OC(C)C(=O)N(C)C (centres undefined)	-5	0	-7
CCN(Cc1noc(CC(C)C)n1)Cc1cccc(F)c1O	/	7	-6
CCOc1ccc(OCC)c(NC(=O)CSc2nccnc2N2CCSCC2)c1	/	4	-4
CCC1CCC2(CC1)NC(=O)N(CC(=O)c1ccc(C)c(C)c1)C2=O (centres undefined)	/	-6	-2
CCN1CCN(C(=O)C(C)N2CCCC(c3nc(C)no3)C2)CC1 (centres undefined)	/	2	-7
O=C(c1ccc2oc(Cc3ccccc3)nc2c1)N1CCN(C2CCCC2)C(=O)C1	/	21	-5
Cc1cc(C(=O)CCC(=O)N2CCCC(c3nnc4n3CCC4)C2)c(C)s1 (centres undefined)	/	-2	-7
CC(C)CN(CC(=O)Nc1cc(-c2ccccc2)nn1-c1ccccc1Cl)C(=O)c1ccc2c(c1)OCO2	-7	12	-10
CC1=C(C(=O)OCCc2ccccc2)C(c2ccc(C(F)(F)F)cc2)NC(=O)N1C (centres undefined)	-4	-12	1
OCC1CN(Cc2cccc(O)c2)CCC12CCN(C1CCCC1)CC2 (centres undefined)	-4	/	-6
COC(=O)C(C(=O)OC)c1ccc([N+](=O)[O-])o1	-5	-5	-7
COCC(=O)Nc1ccc(Cl)c(-c2nc3cc(Cl)ccc3o2)c1	-10	23	-10
O=C1OCCN1CCSCc1ccccc1	/	5	-5
CC(C)CNc1nnnc2c1sc1nc(N3CCOCC3)c3c(c12)CCCC3	-3	9	-2
COCc1nc(-c2cccc(CN3CCN(C(=O)c4ccc5cc[nH]c5c4)CC3)c2)no1	-9	8	-7
COc1cc(C)c(COC(=O)c2cc(C)oc2C)cc1OC	/	-5	-6
CCOCCn1ccc2c(NC(=O)C(C)Oc3ccccc3)c(OC(=O)N(CC)CC)ccc21 (centres undefined)	-5	-2	0
COc1ccc(C=Cc2sc3ccccc3[n+]2CCCS(=O)(=O)O)cc1	-1	6	-5
COc1ccc(C)cc1N1C(=O)C(c2c(-c3ccccc3)[nH]n(C(C)(C)C)c2=O)=C(N2CCOCC2)C1=O	-6	6	1
Cc1cc(C(=O)Nc2sc3c(c2C#N)CCC3)no1	/	-1	12
COC(=O)C(CCSC)NC(=O)c1csc2nc(-c3ccccc3)cn12 (centres undefined)	/	7	-6
Cc1c(C(=O)OCC(=O)NC(N)=O)sc2ccccc12	/	-4	11
Cc1ccc(SCC(=O)Nc2sc3c(c2C#N)CCC(C)C3)cc1 (centres undefined)	-6	-1	-4
Cc1nn(-c2ccc(F)cc2)c(Cl)c1C=C(C#N)C(=O)NC1CCCCC1	12	5	-2
CC(=O)Nc1ccc(NC(=O)Cn2nc(-c3cccs3)c3sc(C)nc3c2=O)cc1	1	5	6
C=CCN(Cc1cnn(CC)c1)Cc1ccccc1C	-18	-4	-4
COc1cccc(-c2nnc(SCC(=O)O)n2-c2cc(C)nn2C)c1	/	6	-2
Additional records:
SMILES	mcGAS lum	NPYLR7 ag	hcGAS inh
COc1ccc(C(=O)Nc2sc3c(c2C#N)CCC3)cc1OC	-5	-3	-3
COc1ccc(C(=O)OCC(=O)Nc2c(C)cccc2C)c(OC)c1OC	/	15	-7
COc1ccc(S(=O)(=O)CCC(=O)N(Cc2ccccc2)c2nc3ccccc3s2)cc1	/	11	-8
C=CCn1c(SCc2c(F)cccc2Cl)nc2c1c(=O)n(C)c(=O)n2C	-5	/	-7
CC(NC(=O)c1cc2ccccc2cc1NC(=O)C1CC1)c1cccc(F)c1 (centres undefined)	/	6	-4
COc1cn(CC(N)=O)c(CSc2nnnn2C)cc1=O	-9	-3	-7
COC(=O)c1ccc(C(C)Sc2nc(C3CC3)nc(C)c2C#N)o1 (centres undefined)	/	0	5
CCCC(=O)Nc1c(-c2cccc(F)c2)nc2cc(C)ccn12	0	-6	1
COc1ccc(OC)c(-c2csc(=Nc3cccnc3)n2C2CCCC2)c1	/	4	-11&-4
C=CCNc1ccccc1C(=O)N1CCC(C(O)Cc2ccccc2)CC1 (centres undefined)	-18	32	-8
Cc1cccc(C)c1NC(=O)Nc1nnc([C@H]2C[C@H](O)[C@@H](CO)O2)s1	-4	7	0

From PubChem BioAssay
